Compound activity (PubChem BioAssay)
PGE2 EP2 inh: EP2 receptor (human) inhibition; P43116; C6 glioma cells expressing human EP2, cAMP TR-FRET; cells stimulated with saturating PGE2; inhibition, % at 25 µM; 260,000 compounds, 0.52% hits;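 active = percent inhibition above 40 after rounding to a whole number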;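 also: rat C6 glioma host cells with rolipram phosphodiesterase inhibitor present; the protocol text gives 20 µM as final concentration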
Target sequence (P43116 whole entry, looked up): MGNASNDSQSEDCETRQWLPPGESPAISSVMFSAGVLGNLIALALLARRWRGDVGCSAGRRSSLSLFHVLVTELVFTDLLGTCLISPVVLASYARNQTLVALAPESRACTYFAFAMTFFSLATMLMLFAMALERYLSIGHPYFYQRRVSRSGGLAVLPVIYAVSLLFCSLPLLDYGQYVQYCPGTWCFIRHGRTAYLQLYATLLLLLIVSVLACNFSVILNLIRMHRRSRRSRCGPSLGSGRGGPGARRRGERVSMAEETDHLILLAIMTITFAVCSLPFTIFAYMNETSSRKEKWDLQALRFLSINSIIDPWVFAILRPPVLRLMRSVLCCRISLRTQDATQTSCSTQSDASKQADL
eIF4E-4G inh: inhibitors of eIF4E and eIF4G interaction in translation initiation; P63073+Q04637; TR-FRET eIF4E-eIF4GI(517-606) binding, 2 h; inhibition, % at 21.7 µM; 220,000 compounds, 0.37% hits; AID 782;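 active = inhibition above about 30%, limit read from the data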;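 also: 0% = full FRET control wells and 100% = background wells lacking eIF4GI fragment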
Rad51 HR inh: Rad51 (human) homologous recombination inhibition; inhibition, % at 10 µM; Q06609; 200,000 compounds, 0.085% hits; hRad51 DNA strand exchange, fluorescence dequenching;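 active = inhibition above 40% at the single screening dose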;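 also: 0% = DMSO control wells and 100% = blanks with heterologous ssDNA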
Target sequence (Q06609 whole entry, looked up): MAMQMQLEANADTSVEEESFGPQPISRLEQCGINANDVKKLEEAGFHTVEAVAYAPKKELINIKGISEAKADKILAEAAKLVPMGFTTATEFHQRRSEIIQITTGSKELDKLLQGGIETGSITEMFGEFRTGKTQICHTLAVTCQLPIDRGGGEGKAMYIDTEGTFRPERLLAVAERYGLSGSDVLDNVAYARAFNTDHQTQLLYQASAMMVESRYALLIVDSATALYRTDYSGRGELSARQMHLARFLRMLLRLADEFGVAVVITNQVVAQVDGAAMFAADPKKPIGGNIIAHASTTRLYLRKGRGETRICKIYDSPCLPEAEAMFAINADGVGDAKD
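Material: Human Rad51 nucleoprotein filaments preassembled on unlabelled ssDNA | Also added: Labelled 47-mer dsDNA for strand exchange | Dosing: Single dose, 10 µM final compound | Schedule: 30-min compound preincubation and 15-min exchange, both room temperature | Technique: Fluorescence dequenching at 485/520 nm | Measure: Percent inhibition relative to plate controls and blanks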
m-calpain inh: blocks pig calpain II enzyme activity. purified calpain II, fluorogenic peptide substrate, 30 min. inhibition, % at 16 µM. 220,000 compounds, 0.37% hits;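 active = inhibition above about 50%, limit read from the data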
14-3-3 Bad inh: disrupts binding of bovine 14-3-3 zeta to phospho-Bad peptide; TR-FRET 14-3-3zeta/Dy647-pBad peptide displacement, 1 h; P63103; 220,000 compounds, 0.71% hits; inhibition, % at 21.7 µM;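 active = inhibition above about 70%, limit read from the data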;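 also: 0% = full 14-3-3 plus peptide FRET controls and 100% = background without 14-3-3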
Target sequence (P63103 whole entry, looked up): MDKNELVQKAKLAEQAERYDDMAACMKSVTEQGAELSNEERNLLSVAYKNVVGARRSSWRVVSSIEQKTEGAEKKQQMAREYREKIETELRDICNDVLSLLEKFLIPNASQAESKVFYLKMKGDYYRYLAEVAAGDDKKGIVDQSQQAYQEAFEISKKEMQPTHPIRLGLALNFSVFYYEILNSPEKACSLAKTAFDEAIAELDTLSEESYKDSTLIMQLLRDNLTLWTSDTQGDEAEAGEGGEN
EP2 modulator: EP2 receptor (human) modulation; P43116; EP2-expressing cells, cAMP HTRF FRET, PGE2 co-stimulation; induction, % at 25 µM; 260,000 compounds, 0.83% hits; AID 940;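 active = compounds whose cAMP rise, as percent of the full-agonist control response, exceeds 60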;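 also: rat C6 glioma line stably carrying human EP2 under a CMV promoter; the protocol text gives 20 µM as final concentration; 100% = response of wells given 1 µM PGE2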
TbHK1 inh: T. brucei hexokinase 1 inhibition; recombinant TbHK1, G6PDH-coupled NADH A340; inhibition, % at 10 µM; 220,000 compounds, 0.11% hits;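 active = inhibition of 50% or more in the single-dose primary screen; inactive = inhibition below 50%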
L929 necroptosis: L929 zVAD cell death inhibition. AID 1377. 220,000 compounds, 0.38% hits. L929 zVAD necroptosis rescue, ATP luminescence, 24 h; with zVAD 60 µM. viability rescue, % at 10 µM;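 active = activation, scaled between plate controls, above about 75%, limit read from the data; inactive = activation under that limit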;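 also: 0% = zVAD with DMSO and 100% = DMSO alone without zVAD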
Hck-Nef inh: human Hck-Nef kinase inhibition; 220,000 compounds, 0.68% hits; inhibition, % at 20 µM; Recombinant Hck-YEEI plus Nef, Z-Lyte FRET kinase assay;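 active = Hck-Nef kinase inhibition above about 50%, limit read from the data; inactive = inhibition below that limit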;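 also: 0% = DMSO with Hck plus Nef and 100% = Hck alone without Nef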
* hit, by the source's call; . = no result given; & = joins results of further samples; [ ] = another dose, or the depositor's remark.

Order of results – PGE2 EP2 inh	eIF4E-4G inh	Rad51 HR inh	m-calpain inh	14-3-3 Bad inh	EP2 modulator	TbHK1 inh	L929 necroptosis	Hck-Nef inh
> CC1CCCCN1C(=O)Cn1cc(/C=C2/C(=O)Nc3ccccc32)c2ccccc21 (stereo not drawn)
  10.5	-11.6[fluorescence artefact?]	-9.3	-78.0	-16.8[fluorescence artefact?]	-36.8	-12.1	0.2	1.7
> O=C(NC(=O)N1CCN(c2ccccc2)CC1)c1ccc(Cl)cc1
  2.8	1.7[fluorescence artefact?]	0.4	19.7	-14.2	-9.4	-0.6	1.4	6.9
> Cc1c(C)c2c(C)[nH]nc2oc1=O
  14.5	10.1[fluorescence artefact?]	1.0	-8.6	-3.4[fluorescence artefact?]	1.3	5.8	-0.2	1.3
> Cc1cc(C)c(S(=O)(=O)c2ccccc2C)c(OCC(C)(C)C)n1
  18.6	-1.9	3.2	2.1	5.4	34.7	4.9	0.2	-0.2
> CN(C)c1ccc(-c2nc3n(n2)C(c2cccnc2)C2=C(CC(C)(C)CC2=O)N3)cc1 (stereo not drawn)
  4.2	0.8	-3.4	5.6	0.6	14.3	-20.4	0.6	4.2
> O=C(O/N=C(\c1ccccc1)c1ccncc1)c1ccccc1Cl
  2.0	2.2	22.1	14.6	6.3	34.7	8.0	-0.3	16.5
> Cc1ccc(S(=O)(=O)N(C)c2c(C)ccc(S(=O)(=O)N3CCN(C)CC3)c2C)cc1
  8.6	0.2	.	-14.1	0.9[fluorescence artefact?]	29.4	-10.2	-0.4	7.4
> Cc1onc(-c2c(F)cccc2Cl)c1C(=O)OCC(=O)NCc1ccco1
  12.6	-1.8	-2.5	-38.8	2.8	-14.7	2.6	-0.5	0.7
> COC(=O)c1c(NC(=O)CC2NCCNC2=O)sc2c1CCCC2 (stereo not drawn)
  3.5	3.6	-9.7	14.6	-9.7	7.1	-18.3	-0.2	1.0
> Cc1ccc(S(=O)(=O)NCC(=O)OCC(=O)Nc2cccc(S(=O)(=O)NC3=NCCCCC3)c2)cc1
  6.5	1.2	-5.8	-9.8	-7.2	19.2	-8.4	-0.6	25.3
> Cc1cccc(-c2nc3ccccc3c(=O)n2NC(=O)c2ccc([N+](=O)[O-])c(C)c2)c1
  1.4	1.2	-8.1	13.5	8.7[fluorescence artefact?]	37.1	-4.6	1.8	-0.4
> Cc1ccc(CN2C(=O)CCC2C(=O)NC2CC2)cc1 (stereo not drawn)
  18.8	0.1	-5.3	3.5	-0.2[fluorescence artefact?]	-0.5	-5.4	0.9	0.4
> Cc1ccc(S(=O)(=O)NC(=O)NCc2ccccc2)cc1
  6.3	-9.0[fluorescence artefact?]	-7.2	12.9	-4.4	18.5	1.2	0.5	-1.2
> COc1ccc(-n2c(O)c(/C=N/n3cnnc3)c3ccccc3c2=O)cc1
  0.0	-8.4	-5.6	-378.2	56.2	15.5	-16.6	1.5	-1.3
> CCN(CC)CC(=O)Nc1sc2c(c1C(=O)c1ccccc1C)CCC2
  18.9	3.4	6.1	1.3	-10.9	45.0	2.4	0.0	18.2
> CCN1CCN(Cc2ccc(NC(=O)c3ccc(C)c(NC(=O)c4nccn4C)c3)cc2C(F)(F)F)CC1
  8.6	-9.6	2.1	-63.8	-2.7	-24.5	1.8	74.4	16.5
> CC(=O)Nc1ccc(SC[C@H](c2ccccc2)N2CCN(CCc3ccccc3)CCC2=O)cc1
  8.3	-10.2	2.5	-30.1	-7.7	-8.6	-20.3	-1.2	25.2
> O=C(Nc1ccccc1O)c1cc(S(=O)(=O)N2CCOCC2)ccc1Cl
  13.2	-1.0	12.4	-6.7	1.4	-0.6	7.6	-0.1	2.4
> O=C(NCN1CCN(c2ccccc2F)CC1)c1cccnc1
  0.2	-1.3	-4.3	-4.5	4.3	-10.5	1.5	0.4	0.8
> Cc1ccc(CNC(=O)CCC2CCCN(C(=O)CCC(F)(F)F)C2)o1 (stereo not drawn)
  9.6	2.5	6.2	-33.0	-11.6	26.7	-0.3	0.5	21.3

One compound at a time (already shown). Screens in order: PGE2 EP2 inh, eIF4E-4G inh, Rad51 HR inh, m-calpain inh, 14-3-3 Bad inh, EP2 modulator, TbHK1 inh, L929 necroptosis, Hck-Nef inh
`Cc1ccc(S(=O)(=O)NC(=O)NCc2ccccc2)cc1` as listed: 6.3, -9.0[fluorescence artefact?], -7.2, 12.9, -4.4, 18.5, 1.2, 0.5, -1.2
`Cc1cccc(-c2nc3ccccc3c(=O)n2NC(=O)c2ccc([N+](=O)[O-])c(C)c2)c1` as listed: 1.4, 1.2, -8.1, 13.5, 8.7[fluorescence artefact?], 37.1, -4.6, 1.8, -0.4
`Cc1c(C)c2c(C)[nH]nc2oc1=O` as listed: 14.5, 10.1[fluorescence artefact?], 1.0, -8.6, -3.4[fluorescence artefact?], 1.3, 5.8, -0.2, 1.3
`Cc1ccc(S(=O)(=O)NCC(=O)OCC(=O)Nc2cccc(S(=O)(=O)NC3=NCCCCC3)c2)cc1` as listed: 6.5, 1.2, -5.8, -9.8, -7.2, 19.2, -8.4, -0.6, 25.3

New compounds follow:
Order of results – PGE2 EP2 inh	eIF4E-4G inh	Rad51 HR inh	m-calpain inh	14-3-3 Bad inh	EP2 modulator	TbHK1 inh	L929 necroptosis	Hck-Nef inh
> O=C(COC(=O)/C=C/c1ccco1)NCc1ccccc1
  5.5	6.3	3.4	9.4	5.3	-25.3	-11.3	1.0	-36.2
> Cc1ccc(C)c(S(=O)(=O)N2CCCOC2CNC(=O)C(=O)NCc2cccnc2)c1 (stereo not drawn)
  2.6	0.1	-1.2	2.4	2.7	10.0	5.3	-0.5	17.2
> O=C(NC1CCN(C(=S)NCc2ccco2)CC1)C1CCCCC1
  4.5&9.9	3.4	-4.5	8.0	67.9	-32.9&10.0	-0.4	0.5	2.8
> CCN(C(=O)c1ccccc1Cl)c1ccccc1
  7.4	-0.9[fluorescence artefact?]	.	-16.6	1.4	14.7	0.0	0.1	0.7
> CC1(C)CC(=O)C2=C(C1)Nc1cc3c(cc1C2c1ccc(F)cc1)OCO3 (stereo not drawn)
  12.1&15.4	-6.7	-0.6	-102.0	-7.0	-4.3&20.3	-7.0	-0.1	1.1
> CN(Cc1nc2ccccc2c(=O)[nH]1)Cc1cc(=O)oc2ccc3ccccc3c12
  6.0	-10.3	4.2	-206.9	3.5	28.6	-5.5	-0.6	-11.2
> COCCSc1ccccc1C(=O)N1CCCC1
  4.1	-0.2	0.3	-27.2	-4.7	-5.3	0.5	0.5	-0.1
> C=CCN1C(=O)CS/C1=N\S(=O)(=O)c1ccc(Cl)cc1
  3.4	5.0	-14.6	2.2	0.3	20.7	1.5	0.7	3.0
> Cc1c(Cl)cccc1NC(=O)CN1C(=O)CSc2ncccc21
  8.4	-5.8	-0.7	-14.9	4.7	-24.3	-2.8	-0.2	1.7
> c1ccc(CNCCN2CCNCC2)nc1
  6.3&14.2	-4.5	7.2	10.1	-13.1	-13.6&-31.8	6.9	-0.1	2.1
> CCCCn1nnnc1SCC(=O)Nc1ccc2c(c1)OCCO2
  22.1	1.5	-4.6	0.4	3.5	-9.4	3.1	0.0	0.5
> Cc1cc(C)n2cc(CSc3ccc(Cl)cc3)nc2n1
  8.0	-2.1	27.8	-18.7	5.0	-17.2	-16.0	0.8	11.5
> CC(C)(C)c1n[nH]c2c1CCCC2
  9.6	2.2	7.2	-5.9	-8.5	27.8	1.3	1.6	1.2
> O=C1NC(=Nc2ccccc2)S/C1=C\c1cccnc1
  14.2	3.8	10.2	-7.1	0.9	-30.5	-100.6	1.6	24.8
> CCOC(=O)/C=C1\SCC(=O)N1Cc1ccc(Br)cc1
  3.9	7.2	6.5	6.8	15.4	11.5	1.7	-0.9	0.4
> COc1ccc(NC(=O)c2cc([N+](=O)[O-])nn2Cc2ccccc2)c(C)c1
  5.9	1.4	-3.0	4.8	1.4	19.2	3.4	0.1	1.2
> COc1ccc(N(C(=O)c2ccc(Br)o2)C2C=CS(=O)(=O)C2)c(OC)c1 (stereo not drawn)
  8.2	-0.2	24.9	12.6	-15.2	9.0	-0.2	-1.1	7.9
> COc1ccc(-c2[nH]ncc2CN(Cc2nccn2C)C(C)C)c(F)c1
  8.9	-0.1	4.7	12.2	-4.0	-26.9	1.7	-0.5	19.0
> COc1ccc(/C=C/C(=O)Nc2ccccc2)cc1S(=O)(=O)N1CCOCC1
  9.2	1.0	-8.9	-2.7	-6.5	-38.5	-34.1	4.9	7.4
> COc1ccc(C(=O)NCc2nnc(SC)n2Cc2ccccc2)cc1
  15.7	0.7	-0.5	-25.7	-6.8	-5.0	-2.7	1.7	2.2
> O=C(NCCCN1CCN(c2cccc(Cl)c2)CC1)C1CCC(=O)N1Cc1ccccc1Cl (stereo not drawn)
  .	19.4	.	-33.8	-2.3	-27.1	-8.4	0.2	0.1
> Nc1c([N+](=O)[O-])cc(-c2cnc[nH]2)cc1[N+](=O)[O-]
  4.4	3.1	6.8	-23.3	-5.1	4.8	-1.7	6.5	-8.0
> COc1ccccc1-n1c(SCC(=O)N2CCOCC2)nc(O)c(Cc2ccccc2)c1=O
  9.0	1.2	2.0	16.5	5.5	-7.0	0.8	-0.3	1.1
> CN(C)C(=O)c1c2c(nc3ccccc13)CCCC2
  8.0	-1.3	3.8	-18.3	-9.6	31.0	-4.3	2.9	17.7
> O=C(O)CSc1nnc(COc2cccc3cccnc23)n1-c1ccc(Cl)cc1
  9.3	-3.1	.	-45.7	-6.3	-7.5	-3.3	0.1	1.3
> CCN1C(=O)N(c2cccc3ccccc23)C(C)=CC1(C)C
  7.3	1.4	-3.9	-2.8	-12.0	28.5	0.8	-0.1	-0.1
> CCOC(=O)/C(C#N)=C/c1cn(CCC(=O)O)nc1-c1ccc(F)cc1
  2.5	-1.6	.	8.4	-0.5	17.2	-36.2	0.8	20.5
> Cc1ccc(NC(=S)N(Cc2ccc(Cl)cc2)Cc2ccc(C(=O)O)cc2)cc1Cl
  6.0	2.7	-58.0	-34.8	-18.8	-4.2	-1.6	-0.7	27.9
> CNC(=O)NC(=O)C(C)OC(=O)CCCSc1nc2ccccc2s1 (stereo not drawn)
  6.4	-2.0	9.4	21.9	0.2	-29.1	31.4	0.2	3.3
> COc1ccc2nc(Nc3nc(CSc4nc5ccccc5[nH]4)cc(=O)[nH]3)nc(C)c2c1
  15.0	-5.5	1.5	-113.8	2.1	-20.6	-16.0	67.2	11.1
> CCOC(=O)/C(C#N)=C/c1c(OCC)n(CC)c2ccccc12
  11.4	1.3	.	17.6	-8.7[fluorescence artefact?]	30.2	20.6	0.2	2.0
> COc1cc(/C=N/NC(=O)C[n+]2ccccc2)cc(OC)c1OC(C)=O
  12.9	4.2	-3.1	-6.7	-1.4	28.6	-5.4	0.1	22.5
> CSc1nc2ccccc2n1CC(=O)Nc1c(C)n(C)n(-c2ccccc2)c1=O
  11.8	0.4	-11.1	-27.7	-0.9	13.7	-2.8	-0.4	-1.0
> CCOc1ccc(Nc2nc(N)nc(CN(C)C3CCCCC3)n2)cc1
  5.1	-0.1	.	12.8	-2.7	-4.5	0.5	.	1.2
> COc1ccc(/C=N/NC(=O)c2ccn[nH]2)cc1COc1ccc(Cl)cc1
  19.0	9.2	-5.4	-60.8	-7.2	-57.9	-10.5	0.5	1.9
> N#CCSc1nnc(-c2ccc3c(c2)OCO3)o1
  10.5&2.2	6.5	.	15.5	12.3	-16.3&0.1	-16.1	-0.2	-6.5
> Cc1onc(-c2ccccc2)c1C(=O)Nc1nc(-c2ccc(F)c(F)c2)cs1
  10.9	2.2[fluorescence artefact?]	-1.0	42.8	10.7	10.4	5.9	0.6	2.3

The list is partial (hit frequency here may not be typical).
